# Source: PubChem
# SENP8 block-1 – blocks the human protease SENP8; AID 2540; inhibition, % at 10 µM; hit rate 1.2% among 330,000; purified SENP8, Z-RLRGG-aminoluciferin cleavage, luminescence; in the data active means inhibition above about 50%
# Target sequence (Q96LD8 whole entry, looked up): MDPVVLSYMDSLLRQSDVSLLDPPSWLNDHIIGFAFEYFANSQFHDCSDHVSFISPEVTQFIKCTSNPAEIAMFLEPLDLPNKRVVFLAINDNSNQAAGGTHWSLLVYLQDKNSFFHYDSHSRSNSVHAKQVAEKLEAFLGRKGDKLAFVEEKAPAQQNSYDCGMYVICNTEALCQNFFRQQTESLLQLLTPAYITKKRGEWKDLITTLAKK
# SENP6 inh – inhibitors of human SENP6 protease; Q9GZR1; Recombinant SENP6 catalytic domain, aminoluciferin luminescence; inhibition, % at 10 µM; hit rate 1.8% among 330,000;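 active means inhibition above about 50% at the single tested dose, limit read from the data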;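 further: plate controls were DMSO wells with enzyme for no effect and DMSO wells lacking enzyme for full effect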
# SENP8 block-2 – SENP8 (human) protease inhibition; Q96LD8; recombinant SENP8, Nedd8 substrate fluorescence; inhibition, % at 20 µM; hit rate 0.64% among 360,000; AID 602440; in the data active means inhibition mostly above about 40%, no sharp cut-off; inactive means mostly below about 27%
# HKDC1 inhibitor – inhibitors of human hexokinase HKDC1; Q2TB90; recombinant HKDC1, G6PDH/diaphorase resazurin coupled fluorescence; inhibition, % at 20 µM; hit rate 0.16% among 340,000;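 active means inhibition above about 35% when tested at 20 µM, limit read from the data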;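 further: plate controls were DMSO wells with enzyme for no effect and DMSO wells lacking enzyme for full effect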
#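 System: Recombinant HKDC1 hexokinase | Amount: HKDC1 at 5 µg/mL | Reagent: Glucose with 1 mM ATP | Doses: Single 20 µM dose | Incubation: Reaction time 90 min, room temperature, protected from light | Signal: Coupled resazurin fluorescence, excitation 525 nm, emission 613 nm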
# SENP1 FRET inh – inhibitors of human SENP1 SUMO protease catalytic domain; AID 624204; hit rate 0.21% among 360,000; inhibition, % at 10 µM; recombinant SENP1 catalytic domain, CyPet-SUMO1-YPet FRET cleavage; Q9P0U3;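 active means inhibition at least 30% at 10 µM, raw YFP signal under a set limit, fluorescence ratio 0.5 to 1.5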;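 further: 0% = enzyme with DMSO and 100% = no enzyme wells; some results filed as inactive read as strong as hits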
# Target sequence (Q9P0U3 419-644 limits assumed): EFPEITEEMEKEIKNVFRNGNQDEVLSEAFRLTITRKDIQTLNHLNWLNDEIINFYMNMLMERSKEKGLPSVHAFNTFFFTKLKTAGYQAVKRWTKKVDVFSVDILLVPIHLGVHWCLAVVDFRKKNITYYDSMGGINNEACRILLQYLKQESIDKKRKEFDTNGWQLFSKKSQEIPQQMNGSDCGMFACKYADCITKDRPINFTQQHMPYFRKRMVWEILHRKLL
#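 system = hSENP1 catalytic domain, recombinant | reagent = SFCypet-SUMO1-SFYpet substrate at 25 nM | doses = one dose per compound, 10 µM, 0.5% DMSO | incubation = enzyme reaction for 50 min at room temperature, dark | measured by = FRET, CFP and YFP emission | controls = no-enzyme low, enzyme-DMSO high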
# Apaf1 inhib – human Apaf-1 inhibition | reconstituted apoptosome caspase-3 activity, DEVD-Rh110 fluorescence | inhibition, % at 20 µM | hit rate 0.71% among 330,000; active means inhibition of at least 40% at 20 µM;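 further: plate controls were DMSO wells for no effect and DEVD-CHO caspase inhibitor wells for full effect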
#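 detection = Rh110 fluorescence intensity | test system = biochemical Apaf-1 apoptosome reconstitution | also added = cytochrome c and DEVD-Rh110 substrate | schedule = 30 min plus 50 min, RT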
# SENP7 inh – blocks the human protease SENP7. Q9BQF6. recombinant SENP7, Z-RLRGG-aminoluciferin luminescence, 40 min. inhibition, % at 5 µM. hit rate 1.5% among 330,000;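 active means inhibition above about 50% at the single test dose, limit read from the data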;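 further: plate controls were DMSO with enzyme for no effect and no enzyme buffer wells for full effect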
# Target sequence (Q9BQF6 706-1050 limits assumed): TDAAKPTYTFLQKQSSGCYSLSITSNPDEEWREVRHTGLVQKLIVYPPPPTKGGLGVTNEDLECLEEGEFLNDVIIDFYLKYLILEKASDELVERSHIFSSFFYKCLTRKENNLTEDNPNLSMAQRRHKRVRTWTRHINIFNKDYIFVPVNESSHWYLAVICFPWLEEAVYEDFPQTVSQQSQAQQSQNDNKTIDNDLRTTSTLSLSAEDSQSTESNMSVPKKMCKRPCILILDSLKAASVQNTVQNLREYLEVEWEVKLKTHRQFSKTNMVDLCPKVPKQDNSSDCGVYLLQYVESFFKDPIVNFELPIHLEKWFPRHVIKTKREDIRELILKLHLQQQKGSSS
# PfG6PD inh – PfG6PD (Plasmodium falciparum) enzyme inhibition. hit rate 0.78% among 350,000. inhibition, % at 20 µM. PfGluPho enzyme, NADPH resazurin-diaphorase fluorescence;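 active means inhibition reaching at least a set limit at 20 µM in the primary screen, cut at about 59% in these data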;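 further: 0% = DMSO wells with substrate and 100% = DMSO wells lacking glucose-6-phosphate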
# Active calls of the source: *; · = no result given.
SMILES,SENP8 block-1,SENP6 inh,SENP8 block-2,HKDC1 inhibitor,SENP1 FRET inh,Apaf1 inhib,SENP7 inh,PfG6PD inh
COc1ccccc1OCC(=O)Nc1ccc(NC(=O)COc2ccccc2OC)cc1,-7,-4,5,-4,1,12,-11,-5
Cc1cccc(-n2ncc3c(=O)[nH]c(SCC(=O)Nc4cc(C)on4)nc32)c1,-3,-15,12,-3,0,13,1,-26
O=C(CCC(=O)Nc1ccc(F)cc1)N/N=C/c1c[nH]c2ccccc12,-1,-14,6,9,2,-4,0,2
COc1ccc(-c2nc(-c3ccncc3)no2)cc1OC,13,27,2,1,0,-7,17,-4
COc1ccc(NC(=O)CC2SC(=N)N(c3ccccc3)C2=O)c(OC)c1 (stereo unspecified),6,23,5,0,3,-13,1,-13
O=C(c1cccc(C(=O)N2CCN(Cc3ccccc3)CC2)c1)N1CCN(Cc2ccccc2)CC1,-20,-3,26,5,-2,4,10,3
O=C(NC1CCCC1)C(c1ccccc1)N(C(=O)c1ccno1)c1ccccc1 (stereo unspecified),0,3,19,-6,0,-4,1,8
O=C(NC(=S)Nc1ccc(Oc2ccc(Cl)cc2)cc1)c1ccccc1,-6,-24,15,-4,2,13,-5,10
COc1ccc(C(=O)C2CCCN(C(=O)CCNC(C)=O)C2)cc1OC (stereo unspecified),-5,-23,4,0,-2,-5,-7,-8
COc1ccc(OC)c(NC(=O)CCN2CCN(C/C=C/c3ccccc3)CC2)c1,-6,-20,15,-1,3,9,-2,6
Cc1ccc(N=Cc2ccc(O)cc2O)cc1F,0,-1,-1,10,11,-4,11,-2
O=C1c2ccccc2C(=O)N1CCCCN(C(=O)c1cc2ccccc2oc1=O)c1ccc(F)cc1F,5,5,4,9,1,-3,2,-4
CCN1/C(=C2\C(=O)N(C)C(=S)N2c2ccccc2)C=Cc2ccccc21,-1,-11,9,-5,1,-4,-6,7
CCN(CC)CCCNC(=O)c1ccc(N2CCCCC2)c(NS(=O)(=O)c2ccc(C)cc2)c1,-5,-25,3,-3,-1,25,-16,-5
CCOC(=O)c1c(NC(=O)CSc2nnc(-c3ccccc3)n2CC)sc(C(C)=O)c1C,-74,-14,6,8,-1,17,3,10
CCC(C)NC(=O)C1CCC(CNS(=O)(=O)c2ccccc2)CC1 (stereo unspecified),2,-27,10,-1,-2,4,3,1
O=C(COC(=O)Cn1cnc2ccccc21)NCCc1ccc(Cl)cc1,1,4,15,1,1,8,8,-17
O=C(OCC(=O)N1CCc2ccccc2C1)c1ccc(O)cc1,-20,-13,12,-1,3,4,-6,-15
CCCc1cc(=S)n2c([nH]c3ccccc32)c1C#N,-1,3,-376,5,-33,11,0,8
CCOC(=O)N1CCC(Nc2c(Nc3ccc(C)c(C)c3)c(=O)c2=O)CC1,0,10,2,-1,-13,0,3,-7
COc1ccc(Cl)cc1C(=O)NNC(=O)c1ccncc1,0,8,15,3,0,-14,0,-14
CCCS(=O)(=O)c1nc(S(=O)(=O)c2ccc(C)cc2)c(N2CCN(CCO)CC2)s1,4,3,15,-8,0,9,7,-9
CN(C(=O)Cc1noc2ccccc12)c1ccccc1,-8,-6,15,9,0,-11,-7,0
Cc1cccc(S(=O)(=O)C(C#N)c2nc3ccccc3nc2N2CCOCC2)c1 (stereo unspecified),-8,24,-87,13,-25,8,8,-20
O=[N+]([O-])/C(=C\Nc1ccccc1)S(=O)(=O)c1ccccc1,-3,-9,18,-9,3,1,4,-23
SMILES,SENP8 block-1,SENP6 inh,SENP8 block-2,HKDC1 inhibitor,SENP1 FRET inh,Apaf1 inhib,SENP7 inh,PfG6PD inh
c1ccc(NC2=NCCN2CCC2CCCCC2)cc1,-2,2,6,1,1,-1,2,12
Cc1cnc(NC(=O)CCc2ccccc2)s1,2,1,2,-3,-1,-1,-8,8
COc1ccc2o/c(=N\O)c(C(=O)Nc3ccccc3OC)cc2c1,-11,-21,-58,-9,1,-5,-7,-2
O=C(NC(Cc1ccccc1)C(=O)O)C1CCN(S(=O)(=O)c2ccccc2C(F)(F)F)CC1 (stereo unspecified),-1,9,7,-4,0,6,-4,-35
COc1ccc(S(=O)(=O)N2CCOC2CNC(=O)C(=O)NCCCc2ccccc2)cc1 (stereo unspecified),-3,-13,-1,-6,-2,21,-1,1
CN(CC(=O)Nc1c(Cl)cccc1Cl)C(=O)c1ccc2nc[nH]c2c1,1,4,8,2,-1,2,6,-18
CCCN1CCC(NCC(C)c2ccccc2)CC1 (stereo unspecified),-7,-8,7,2,0,3,12,0
Cc1[nH]c2ccccc2c1C(=O)CN1CCC2(CC1)OCCO2,0,7,4,-1,4,-1,-4,8
O=C(O)C1C2CCC(C2)C1C(=O)NCCC1=CCCCC1 (stereo unspecified),1,-9,9,-3,1,10,7,-4
COc1ccccc1N1CCN(S(=O)(=O)c2cnc[nH]2)CC1,-3,0,14,-7,1,3,-6,6
Cc1ccc(-n2c(SCC(=O)OC(C)C)nnc2-c2ccncc2)cc1,-7,-14,2,3,3,6,-12,8
CCc1ccc(C(=O)N2CCN(c3ccc(F)cc3)CC2)s1,0,1,10,-4,-3,0,3,-9
CC(C)N(C)Cc1nnnn1CC(=O)N(C)Cc1ccc(F)cc1,3,1,11,1,-1,-8,-4,-6
Cc1cc(C)cc(NC(=O)NC(C)C2CCCO2)c1 (stereo unspecified),-12,-59,14,-4,2,6,-1,-10
CCN1C(=O)CSC1=NC1C2CC3CC(C2)CC1C3 (stereo unspecified),5,5,17,1,3,8,-4,8
CC(N)C(=O)NC(C(=O)N1CCCC1C(=O)NC(c1ccccc1)c1ccccc1)C(C)C (stereo unspecified),-1,-4,16,-7,2,5,4,-3
CC(C)Oc1ccc(NC(=O)c2ccncc2)cc1,1,-13,-5,-7,1,-1,6,6
CCOC(=O)c1cnc2c(c(C)nn2C)c1Oc1ccc(Cl)cc1,1,3,5,-2,1,25,2,-3
CC1CCC(=NO)C(=NO)C1 (stereo unspecified),·,·,0,-11,0,·,·,3
COc1cc(/C=N/NC(=O)C[n+]2ccccc2)cc(OC)c1OC(C)=O,6,-12,22,3,3,-23,-4,2
CN1C(=O)[C@H]2[C@@H](/C=C/c3ccccc3)N3C(=O)CN(Cc4ccccn4)C(=O)[C@@]3(Cc3ccccc3)[C@H]2C1=O,-1,-5,2,-4,6,12,14,1
CCn1cc(Br)c(C(=O)Nc2ccc(F)c(Cl)c2)n1,-4,-10,15,-1,1,10,8,15
CC(=O)NS(=O)(=O)c1ccc(NC(=O)c2cc(-c3ccc(C)cc3)nc3ccccc23)cc1,-3,0,9,-8,-1,9,-5,9
COc1cc2c(cc1OC)CC1(CCCCC1)N=C2,-2,-1,-351,-10,-68,-4,-1,-11
COC(=O)c1ccc(Oc2nc(Nc3ccc(C)c(C)c3)nc(N(C)C)n2)cc1,0,-13,9,2,0,13,6,3

# Whole records, quoted from the list. Screens in order: SENP8 block-1 | SENP6 inh | SENP8 block-2 | HKDC1 inhibitor | SENP1 FRET inh | Apaf1 inhib | SENP7 inh | PfG6PD inh
# Entry for COC(=O)c1ccc(Oc2nc(Nc3ccc(C)c(C)c3)nc(N(C)C)n2)cc1 → 0 | -13 | 9 | 2 | 0 | 13 | 6 | 3
# Entry for CCn1cc(Br)c(C(=O)Nc2ccc(F)c(Cl)c2)n1 → -4 | -10 | 15 | -1 | 1 | 10 | 8 | 15

# Next part:
SMILES,SENP8 block-1,SENP6 inh,SENP8 block-2,HKDC1 inhibitor,SENP1 FRET inh,Apaf1 inhib,SENP7 inh,PfG6PD inh
O=S(=O)(CCNCCc1ccccc1)NCc1ccccc1,·,·,14,-7,-1,·,·,-26
CCCCc1ccc(NC(=O)C2CCCO2)cc1 (stereo unspecified),-2,-7,18,2,-2,3,5,15
NC(=O)N/N=C/c1ccc(N2CCOCC2)s1,1,5,-389,-8,47*,18,11,15
Cc1ccnc(N2C(=O)CSC2c2ccc(Cl)cc2)c1 (stereo unspecified),-13,-6,16,-10,1,9,-13,7
COCc1cc(CN2CCCC(C(=O)Nc3ccc(-c4ccco4)cc3)C2)ccc1OC (stereo unspecified),11,0,-9,-3,-7,17,-3,18
COCc1cc(C)c2c(N)c(C#N)sc2n1,0,9,-427,-5,-7,-9,4,-2
C/C(=N\NC(=O)C1CC1)c1ccc(OC(F)F)cc1OC(F)F,-4,-6,10,-2,0,3,8,-8
CC(C)N(C(=O)Cn1cc(S(=O)(=O)CC(=O)Nc2ccccc2)c2ccccc21)C(C)C,-1,-16,13,4,0,24,8,-9
CCCN(CC(=O)Nc1ccccc1OC)C(=O)CCCN1C(=O)c2ccccc2C1=O,3,-2,2,6,-1,4,-2,1
COc1ccc(-c2ncc3ccccn23)cc1,-16,-14,-43,-3,-20,9,4,15
Cc1ccc(S(=O)(=O)CC(O)COc2ccc(C#N)cc2)cc1 (stereo unspecified),6,-6,10,-9,1,-13,5,-3
CCC1CCCCN1C(=O)c1ccc([N+](=O)[O-])o1 (stereo unspecified),4,-2,28,-1,0,6,3,-14
C=C(C)C1CC=C(C)/C(=N/NC(=O)c2ccccc2[N+](=O)[O-])C1 (stereo unspecified),2,15,7,-12,2,4,-5,-15
CC(C)n1c(O)c(N=NC(=O)C2COc3ccccc3O2)c2ccccc21 (stereo unspecified),-6,-1,27,4,-5,22,-9,-7

# Compounds listed so far that contain four or more nitrogen atoms (14):
SMILES,SENP8 block-1,SENP6 inh,SENP8 block-2,HKDC1 inhibitor,SENP1 FRET inh,Apaf1 inhib,SENP7 inh,PfG6PD inh
Cc1cccc(-n2ncc3c(=O)[nH]c(SCC(=O)Nc4cc(C)on4)nc32)c1,-3,-15,12,-3,0,13,1,-26
O=C(CCC(=O)Nc1ccc(F)cc1)N/N=C/c1c[nH]c2ccccc12,-1,-14,6,9,2,-4,0,2
O=C(c1cccc(C(=O)N2CCN(Cc3ccccc3)CC2)c1)N1CCN(Cc2ccccc2)CC1,-20,-3,26,5,-2,4,10,3
CCN(CC)CCCNC(=O)c1ccc(N2CCCCC2)c(NS(=O)(=O)c2ccc(C)cc2)c1,-5,-25,3,-3,-1,25,-16,-5
CCOC(=O)c1c(NC(=O)CSc2nnc(-c3ccccc3)n2CC)sc(C(C)=O)c1C,-74,-14,6,8,-1,17,3,10
Cc1cccc(S(=O)(=O)C(C#N)c2nc3ccccc3nc2N2CCOCC2)c1 (stereo unspecified),-8,24,-87,13,-25,8,8,-20
CN(CC(=O)Nc1c(Cl)cccc1Cl)C(=O)c1ccc2nc[nH]c2c1,1,4,8,2,-1,2,6,-18
COc1ccccc1N1CCN(S(=O)(=O)c2cnc[nH]2)CC1,-3,0,14,-7,1,3,-6,6
Cc1ccc(-n2c(SCC(=O)OC(C)C)nnc2-c2ccncc2)cc1,-7,-14,2,3,3,6,-12,8
CC(C)N(C)Cc1nnnn1CC(=O)N(C)Cc1ccc(F)cc1,3,1,11,1,-1,-8,-4,-6
CC(N)C(=O)NC(C(=O)N1CCCC1C(=O)NC(c1ccccc1)c1ccccc1)C(C)C (stereo unspecified),-1,-4,16,-7,2,5,4,-3
CN1C(=O)[C@H]2[C@@H](/C=C/c3ccccc3)N3C(=O)CN(Cc4ccccn4)C(=O)[C@@]3(Cc3ccccc3)[C@H]2C1=O,-1,-5,2,-4,6,12,14,1
COC(=O)c1ccc(Oc2nc(Nc3ccc(C)c(C)c3)nc(N(C)C)n2)cc1,0,-13,9,2,0,13,6,3
NC(=O)N/N=C/c1ccc(N2CCOCC2)s1,1,5,-389,-8,47*,18,11,15
